Cycloheximide cs = counter-screen hit for Shiga toxin inhibitors, cycloheximide; max response, %; 300,000 tested, 12% active; cell reporter, cycloheximide protein synthesis inhibition counterscreen; in the data active = max response mostly above about 13%, no sharp cut-off; inactive = mostly below about 14%; note: read at 38.3 µM for the half of the compounds with a filed dose; 0% is about no effect
AMA1-RON2 inh = AMA1-RON2 (P. falciparum) interaction inhibition. Potency, µM (series often up to 58.2 µM), inactives show at the highest dose activity change, negative = inhibition, actives largely listed as inhibitors. 360,000 tested, 0.2% active. AlphaScreen AMA1-biotinylated RON2 peptide binding;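 note: potency is the fitted concentration of half-maximal effect; 0% = vehicle wells and -100% = peptide control; nearly all actives have a fitted effect of over 45% in size; some results filed as inactive show a strong effect at the top dose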
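AMA1 (3D7) with his tag at 25 nM final met compounds first, then biotinylated RON2 peptide at 25 nM; detection used donor plus acceptor beads, 10 µg/mL apiece, read by AlphaScreen after 30 min at room temperature.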
Shiga toxin inh = Shiga toxin inhibition | Vero cells, Shiga toxin protein synthesis inhibition reporter | inhibition, % at 38.7 µM | 290,000 tested, 9.2% active; in the data active = inhibition mostly above about 28%, no sharp cut-off; inactive = mostly below about 43%; note: 0% is about no effect
AmpC inh no detg = blocks E. coli AmpC beta-lactamase in detergent-free assay; AmpC nitrocefin hydrolysis, absorbance 480 nm, 0.0001% Triton; Potency, µM (top dose mostly 57.1 µM), for inactives: at the top dose activity change, negative = inhibition, hits mostly inhibitors; 330,000 tested, 0.52% active;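 note: potency is the fitted concentration of half-maximal effect; plate controls were no compound for no effect and no enzyme for full effect; nearly all actives have a fitted effect of over 20% in size; some results filed as inactive show a strong effect at the top dose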
Target sequence (P00811 whole entry, looked up): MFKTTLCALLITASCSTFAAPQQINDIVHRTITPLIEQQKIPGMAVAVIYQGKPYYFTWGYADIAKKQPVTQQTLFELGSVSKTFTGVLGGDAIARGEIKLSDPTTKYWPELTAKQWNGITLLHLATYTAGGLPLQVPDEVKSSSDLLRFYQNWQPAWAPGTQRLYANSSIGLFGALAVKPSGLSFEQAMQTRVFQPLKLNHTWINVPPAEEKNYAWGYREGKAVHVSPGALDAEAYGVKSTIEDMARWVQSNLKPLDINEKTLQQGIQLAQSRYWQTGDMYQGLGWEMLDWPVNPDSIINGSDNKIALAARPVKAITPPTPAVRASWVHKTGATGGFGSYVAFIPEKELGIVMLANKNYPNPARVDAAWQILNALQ
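20 mM phosphate pH 7.0 + 0.01% (detergent screen) or 0.0001% Triton X-100; 5.3 nM AmpC reagent; cpd preinc 15 min RT; nitrocefin (800 uM stock) to start; A480 q20 s × 4 min; Activity was normalised to no-enzyme and no-compound control wells.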
FBPA Giardia inh = Giardia lamblia aldolase inhibition | A8B2U2 | purified Giardia FBPA | Potency, µM (doses to about 59.6 µM), inactives show at the top dose activity, negative = inhibition, hits mostly inhibitors | 290,000 tested, 0.71% active; note: potency is the fitted concentration of half-maximal effect; % is set by controls: 0 for no effect and ±100 for the full control effect; nearly all actives have a fitted effect of over 55% in size
Target sequence (A8B2U2 whole entry, looked up): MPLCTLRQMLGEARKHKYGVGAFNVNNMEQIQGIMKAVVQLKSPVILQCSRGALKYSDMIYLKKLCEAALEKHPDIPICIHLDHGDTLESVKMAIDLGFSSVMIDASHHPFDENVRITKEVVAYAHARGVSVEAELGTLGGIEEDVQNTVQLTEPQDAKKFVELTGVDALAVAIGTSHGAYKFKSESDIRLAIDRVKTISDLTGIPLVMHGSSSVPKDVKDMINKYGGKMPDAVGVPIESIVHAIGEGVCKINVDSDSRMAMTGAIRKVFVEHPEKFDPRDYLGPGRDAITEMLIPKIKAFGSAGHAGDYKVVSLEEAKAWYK
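Giardia FBPA (40 nM reagent) was preincubated 10 min at RT with compound (up to 57.5 uM final), then substrate plus GAPDH/TPI/NAD/arsenate coupling system with diaphorase/resazurin was added; resorufin fluorescence (525/598 nm) was read after 20 min.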
AmpC detergent = inhibitors of E. coli AmpC beta-lactamase with detergent; AmpC hydrolysis of nitrocefin, absorbance 480 nm, 0.01% Triton; Potency, µM (series often up to 114 µM), inactives show at the top dose activity change, negative = inhibition, usual class: inhibitors; 370,000 tested, 0.041% active; AID 485294;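 note: potency is the fitted concentration of half-maximal effect; 0% = no-compound wells and -100% = no-enzyme wells; nearly all actives have a fitted effect of over 25% in size; some results filed as inactive show a strong effect at the top dose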
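20 mM phosphate pH 7.0 + 0.01% (detergent screen) or 0.0001% Triton X-100; 5.3 nM AmpC reagent; cpd preinc 15 min RT; nitrocefin (800 uM stock) to start; A480 q20 s × 4 min; Activity was normalised to no-enzyme and no-compound control wells.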
HCMV inh = human cytomegalovirus inhibition. HFF cells, HCMV-luciferase reporter, 72 h; hits give low values. activity change, negative = inhibition, % at 57.5 µM. 410,000 tested, 4.5% active. AID 1259415; in the data active = activity change below about -60%; inconclusive = no clear call, values can overlap the other calls; inactive = above about -39%; note: % is set by controls: 0 for no effect and ±100 for the full control effect
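HFF cells seeded 16 h at 37C, treated with compounds, infected with luciferase-reporter HCMV at MOI 1 PFU/cell; luciferase read at 72 h post infection, normalized to buffer-only and Salinomycin controls.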
Numbers without * were called inactive; u = inconclusive; x = no result given; & = joins results of further samples; [ ] = another dose, or the depositor's remark. Unless noted, calls come from the whole dose curve; as a rule, active = well fitted curve in the direction sought with a large enough effect; inconclusive = small, poorly fitted or top-dose-only effect, or another doubt; inactive = no such curve, though single readings can be large; an effect the other way counts as inactive or inconclusive.

SMILES	Cycloheximide cs	AMA1-RON2 inh	Shiga toxin inh	AmpC inh no detg	FBPA Giardia inh	AmpC detergent	HCMV inh
CCOC(=O)C1C(c2ccccc2)NC(=S)NC1(C)O (stereo not given)	-6	-3%	8	-15%	4%	-5%	55
COc1cccc(Nc2nc(-c3ccccc3O)nc3ccccc23)c1	11	0%	2	-39%	-8%	-9%	20
Cc1cccc(C(=O)OCC(=O)N(C)c2ccccc2)c1C	14*	-10%	35*	3%	8%	2%	u
COc1ccc(-c2cc(C(F)(F)F)c(C#N)c(=O)[nH]2)cc1	-2	-2%	-1	-15%	-3%	1%	u
NC(=O)c1cccnc1Nc1cccc([N+](=O)[O-])c1	48*	4%	84*	-20%	-5%	6%	29
Cc1ncc(CO)c2c1Oc1nc(-c3ccccc3F)nc(SCC(=O)N(C)c3ccccc3)c1C2	-3	-11%	-9	100%[activator]	x	-6%	x
CCOC(=O)CC1C(=O)NCCN1S(=O)(=O)c1ccc(NC(C)=O)cc1 (stereo not given)	-5	0%	-11	-2%	1%	-2%	51
COCCCn1nnnc1SCC(=O)N1c2ccccc2CC1C (stereo not given)	-1	-4%	-22	-4%	0%	5%	-25
CCN(CC)S(=O)(=O)c1ccc(N2CCOCC2)c(NC(=O)c2ccc(C#N)cc2)c1	0	11%	-35	13%	-14%	1%	41
COc1cc(C(C)=O)ccc1OC(C)C(=O)Nc1ccc(S(=O)(=O)N2CCCC2)cc1 (stereo not given)	x	-1%	x	-15%	x	-4%	-20
O=C1ON=C(c2ccccc2)/C1=C/c1ccc(O)cc1	3	1%	8	-13%	2%	u	205
CCOc1cc(N2CCOCC2)c(OCC)cc1NC(=O)COC(=O)c1c(CC)noc1C	x	0%	x	-3%	x	x	-11
O=C(CCNS(=O)(=O)c1ccccc1C(F)(F)F)N1CCN(C(c2ccccc2)c2ccccc2)CC1	x	-2%	x	14%	x	-14%	-19
c1ccc(Cn2nnnc2C(c2cccs2)N2CCOCC2)cc1 (stereo not given)	5	-10%	32	-15%	1%	-13%	6
CCn1c(C)[n+](Cc2ccccc2)c2ccc(Cl)cc21	-3	19%	-8	-4%	3%	-5%	-67*
O=C1/C(=C/C=C/c2ccco2)SC(=S)N1NS(=O)(=O)c1ccccc1	-2	u	9	-52%	u	u	0
CCCCN(C(=O)CC(c1ccccc1)c1ccccc1)c1c(N)n(CCC)c(=O)[nH]c1=O	0	-24%	0	-40%	-1%	-8%	-22
O=C(CC12CC3CC(CC(Br)(C3)C1)C2)Nc1nncs1	-8	35%[activator]	7	-12%	9%	-4%	16
Cc1ccc(S(=O)(=O)N2CCCC(C(=O)N(Cc3cccs3)C3CC3)C2)cc1 (stereo not given)	6	-17%	11	-1%	0%	6%	-39
CN1CCC(=NNC(=O)c2ccc(N(Cc3ccc(Cl)cc3)S(C)(=O)=O)cc2)CC1	-2	84%[activator]	-5	1%	7%	-11%	32
Cc1nn(CCCC(=O)Nc2sc3c(c2C#N)CCC3)c(C)c1[N+](=O)[O-]	6	-3%	15	-21%	-9%	3%	-19
O=C(O)c1cc(=O)cc(C(=O)O)[nH]1	-3	69%[activator]	-1	-9%	u	-5%	11
Cc1cnc(C(=O)NCC(c2ccccc2)c2ccccc2)cn1	0	1%	-3	19%	5%	-6%	-23
CC1N(C)c2cccc3cccc(c23)N1C	-4	-26%	-2	-21%	u	7%	22
O=C(NCCN1CCCC1)c1ccc2c(c1)N(Cc1cccc(Cl)c1)C(=O)c1ccccc1S2(=O)=O	-1	-11%	-8	79%[activator]	x	-6%	-77*

Overlap with the part before: 5 compounds; new compounds follow.
SMILES	Cycloheximide cs	AMA1-RON2 inh	Shiga toxin inh	AmpC inh no detg	FBPA Giardia inh	AmpC detergent	HCMV inh
Cc1nn(CCCC(=O)Nc2sc3c(c2C#N)CCC3)c(C)c1[N+](=O)[O-]	6	-3%	15	-21%	-9%	3%	-19
O=C(O)c1cc(=O)cc(C(=O)O)[nH]1	-3	69%[activator]	-1	-9%	u	-5%	11
Cc1cnc(C(=O)NCC(c2ccccc2)c2ccccc2)cn1	0	1%	-3	19%	5%	-6%	-23
CC1N(C)c2cccc3cccc(c23)N1C	-4	-26%	-2	-21%	u	7%	22
O=C(NCCN1CCCC1)c1ccc2c(c1)N(Cc1cccc(Cl)c1)C(=O)c1ccccc1S2(=O)=O	-1	-11%	-8	79%[activator]	x	-6%	-77*
CC(=O)Oc1ccc([N+](=O)[O-])cc1N1C(=O)c2ccccc2C1=O	-4	-4%	20	-12%	10%	-2%	-8
Cc1cc(=O)c(C(=O)O)nn1-c1ccccc1C(F)(F)F	-1	-6%	1	-5%	-5%	5%	-29
COc1ccc2nc(N(CCN(C)C)C(=O)c3ccc(C(=O)c4ccccc4)cc3)sc2c1	12	-18%	55	-11%	-15%	u	x
O=C(O)c1c2c(nc3ccccc13)CCCCC2	5	-4%	-5	-8%	-1%	-7%	-22
COC(=O)c1cc(=O)nc2sc3ccccc3n12	-2	-3%	-8	-19%	1%	u	88
COC(=O)C1(CCSC)NC(c2ccco2)C2C(=O)N(C)C(=O)C21 (stereo not given)	0	-7%	-1	-8%	-2%	u	6
COc1cccc(Sc2cc(N3CCOCC3)nc(-c3ccccc3)n2)c1	-2	-2%	-8	-28%	-3%	-8%	18
Cc1ccc(N2C(=O)CC(Cc3cc(C)cc(C)c3)C2=O)cc1 (stereo not given)	-2	-3%	-7	35%	1%	0%	-1
O=C(N=Nc1c(O)[nH]c2ccc([N+](=O)[O-])cc12)c1cc(-c2ccccc2Cl)nc2ccccc12	-1	57%[activator]	-2	-34%	-12%	-10%	u
c1ccc(-n2ncc3c(N4CCC5(CC4)OCCO5)ncnc32)cc1	19	-13%	60	-25%	2%	9%	71
COc1ccc(NC(=O)c2cc(C)nn2-c2ccccc2)cc1	37*	21%	58*	-17%	1%	-4%	-15
CC(C)C(=O)Nc1c2c(nn1-c1ccc([N+](=O)[O-])cc1)CS(=O)(=O)C2	-3	3%	-16	-12%	10%	-7%	82
O=C(CN1C(=O)c2ccccc2S1(=O)=O)Nc1cccnc1	-2	29%	-4	-7%	9%	-2%	11
CC(=O)c1ccc(NC(=O)COC(=O)c2c[nH]c3ccccc23)cc1	x	-2%	x	-26%	x	-14%	17
O=C1CC(c2ccc3ccccc3c2)NN1 (stereo not given)	x	111%[activator]	x	-38%	x	-6%	17
COc1ccccc1NC(=O)c1ccc(NC(=O)CNC(=O)c2ccc(OC)c(OC)c2)cc1	-3	2%	-12	10%	5%	-10%	-18
CC(C)CC(=O)NC(=S)NNC(=O)c1cccc([N+](=O)[O-])c1	5	66%[activator]	10	-22%[11.4 µM]	16%	2%	10
Fc1cccc(CN2CCN(C(=S)NCCc3ccccc3)CC2)c1	9	-19%	29	35%	-3%	-13%	-20
Cc1ccc(S(=O)(=O)Nc2c(Cl)c(Cl)c(O)c3ccccc23)cc1	34*	x	47*	-40%	-10%	-1%	x
Cc1onc(NC(=O)NC(=O)c2ccccc2F)c1Br	21*	-4%	37	-9%	x	0%	-16
Cc1nn(Cc2ccccc2)c(Cl)c1/C=N/NC(=O)c1cccnc1	6	3%	33	-28%	7%	-1%	u
CCOCCCn1c(=S)[nH]c2ncccc2c1=O	-3	28%	1	-12%	-11%	-5%	-26
O=S(=O)(c1cccc(F)c1)N1CCN(c2nc(-c3cccnc3)nc3ccccc23)CC1	x	-10%	x	-24%	x	x	-37
O=C(c1cnsn1)N1CCCC(Nc2ccc(F)c(F)c2)C1 (stereo not given)	7	15%	-4	1%	x	0%	5
CC1=CC=CC2=N/C(=N\S(=O)(=O)c3ccc(F)cc3F)c3ccccc3CN12	13	15%	18	-41%	-5%	-10%	-2
SMILES	Cycloheximide cs	AMA1-RON2 inh	Shiga toxin inh	AmpC inh no detg	FBPA Giardia inh	AmpC detergent	HCMV inh
CN(C)C(=O)Cn1c(=O)n(C)c2ccccc21	0	4%	-5	-11%	-1%	-7%	11
C[C@]12CCC(=O)C=C1CC[C@@H]1[C@@H]2CC[C@]2(C)C(=O)CC[C@@H]12	-3	-9%	-6	14%	7%&-1%	-1%	-33
Cc1cc(C)c(C)c(Oc2ncnc(N)c2[N+](=O)[O-])c1	2	0%[11.6 µM]	-7	-8%	7%	-10%	40
COc1ccc(/C=C(\NC(=O)c2ccc(C)cc2)C(=O)NCCCN2CCOCC2)cc1OC	-1	13%	-6	7%	-2%	-8%	-4
CCN(CC)CCN(C(=O)C1=COCCO1)c1nc2cc(C)cc(C)c2s1	-1	3%	-8	58%	-10%	7%	-21
NC(=O)C1(N2CCCCC2)CCN(Cc2ccccc2)CC1	3	4%	-4	-7%	-1%	1%	19
O=C(COc1ccc2ccccc2c1)N1CCN(c2ccccc2O)CC1	-4	-13%	-2	34%	-13%	u	-2
COc1ccc(Nc2nc(-c3cccs3)nc3ccccc23)cc1	7	-8%[2.32 µM]	12	-26%	-7%	11%	-102*
CC(=O)N1CCN(CC(=O)Nc2cc(S(=O)(=O)N3CCOCC3)ccc2C)CC1	-5	-9%	-1	-13%	0%	-2%	-31
O=c1c2ccccc2c(C=NCCCN2CCOCC2)c(O)n1Cc1ccc2c(c1)OCO2	-1	-30%	-10	197%[activator]	-1%	2%	47
COc1ccc(CN2C(=O)C(C)Oc3ccccc32)cc1 (stereo not given)	-1	17%	24	-17%	-3%	-16%	-13
CCN(CC)C(=O)[C@H]1CC(CC(=O)NCc2ccc(OC)c(OC)c2)C(=O)N2CCc3c([nH]c4ccc(OC)cc34)[C@]12C (stereo not given in full)	x	-6%	x	139%[activator]	x	x	-4
CCOc1ccccc1-c1nnc(SCC(=O)NC2CC2)n1CC	-2	-4%	36	-9%	-17%	1%	34
Cc1ccc(NCC(=O)N=Nc2c(O)[nH]c3ccc([N+](=O)[O-])cc23)cc1	43*	66%[activator]	73	-31%	-29%	-7%	0
Cc1csc(=O)n1CCC(=O)OCC(=O)c1ccc(Br)cc1	x	u	x	-3%	x	5%	-20
CCNC(=S)Nc1ccc(Cl)cc1Cl	-3	-10%	35	-18%	-1%	-18%	-65*
Cc1cc(-c2n[nH]c(=S)n2/N=C/c2ccc(C)o2)n[nH]1	-3	24%	8	-11%	u	-9%	10
COc1ccc(CCNCc2ccsc2)cc1OC	-1	-1%	-4	-1%	u	-1%	26
O=C(COc1ccccc1)NCc1nnc2c3ccccc3c(-c3ccccc3)nn12	-5	-9%	-3	94%[activator]	8%	u	-63*
C1CCc2c(nc3nnnn3c2N2CCOCC2)C1	-2	15%	-2	-4%	11%	-14%	53
Cc1ccc(C(=O)NC23CC4CC(CC(C4)C2)C3)c(Cl)c1	11	1%	6	-20%	2%	-19%	21
Cc1c(Cl)cccc1NC(=O)COC(=O)c1ccc(CN2CCCC2=O)cc1	x	12%	x	-8%	x	-14%	-7

Rows were taken by chance. Share with any hit: about 16%.
